Ecoli WT growth = blocks growth of wild type E. coli BW25113; E. coli BW25113 growth inhibition, OD600; inhibition, % at 10 µM; 20,000 tested, 0.05% active; in the data active = inhibition above about 40%;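 note: bacteria exposed to compound for 20 hours at 37 °C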
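System: bacterial strain in a whole-cell growth screen; medium: LB broth with 50 µg/mL kanamycin; detection: absorbance at 615 nm; schedule: 20 h exposure, 37 °C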
* = called active by the depositor. A portion of the library (hit frequency here may not be typical).

molecule,Ecoli WT growth
S=C(c1cccs1)N1CCCC1,0
COc1ccccc1NC(=O)C(C)NS(=O)(=O)c1ccc(F)cc1 (stereo not drawn),-10
CC1CN(C(=O)CSc2ncnc3sccc23)CC(C)O1 (stereo not drawn),4
CC(=O)c1c(NCCc2ccccc2)cc(C)oc1=O,11
O=C(Nc1ccc(CN2CCOCC2)cc1)c1cc2ccccc2oc1=O,-3
C/C(=N\O)C(=O)NCc1ccccn1,0
C=C(Cl)COc1ccc2c(C)cc(=O)oc2c1,8
CC(=O)Nc1ccc(S(=O)(=O)N2CCN(C(=O)N3CCCCCC3)CC2)cc1,-17
O=C(c1ccc2c(c1)OCO2)N1CCCc2ccccc21,-16
CCOC(=O)CSc1nnc(Cn2c(=O)sc3ccccc32)n1C,1
O=C(c1cnn2c(C(F)(F)F)cc(-c3ccco3)nc12)N1CCc2ccccc2C1,3
COc1ccc(OC)c(NC(=O)CSc2nnc(-c3ccco3)n2-c2ccccc2)c1,4
C=CCn1c(N2C(=O)CC(Cc3ccccc3)C2=O)nc2ccccc21 (stereo not drawn),-16
O=C(NCc1cccs1)c1nn2cccnc2c1Cl,-25
CCOC(=O)C1C(=O)NC(N2CCOCC2)=NC1c1ccco1 (stereo not drawn),2
CC1(C)CC(=O)C=C(NCCN2CCN(C(=O)Nc3ccccc3)CC2)C1,9
O=C(Oc1ccc(N(Cc2cccs2)C2=NS(=O)(=O)c3ccccc32)cc1)c1ccco1,-17
Clc1ccc(Cc2noc(-c3cccs3)n2)cc1,-11
CCn1c(CNC(=O)c2cccc(C)c2)nnc1SCC(=O)Nc1cccc(OC)c1,-14
NC(=O)C1CCN(CCC(=O)Nc2cccc(Cl)c2)CC1,-25
N#CC1=C(N)S[C@H](C(=O)C23CC4CC(CC(C4)C2)C3)[C@H]1c1ccncc1,0
CSCCc1nc(SCC(=O)Nc2nnc(C)s2)[nH]c1C,-20
CC1CCCN(C(=O)Cc2ccc(F)cc2)C1 (stereo not drawn),-18
CC(O)CN1C(=O)C(CC(=O)Nc2ccc(Cl)cc2)SC1=Nc1ccccc1 (stereo not drawn),1
Cc1cccc(C)c1NC(=O)CSc1nnc(CCCCCNC(=O)OC(C)(C)C)o1,-13
CC(C)CCn1cnc2c1c(=O)n(C)c(=O)n2C,-17
CS(=O)(=O)c1ccc(Cl)c(S(=O)(=O)NCc2ccccc2)c1,-22
CCC(=O)N1CCc2cc(S(=O)(=O)CCC(=O)Nc3nc(C)cs3)ccc21,8
COc1ccccc1N1CCN(C(=O)c2cc(-c3ccc(C)cc3)on2)CC1,-11
CSc1nnc(-c2nnc(SC)n2-c2ccccc2)n1-c1ccccc1,3
COc1ccc(CNC(=O)c2cc(-n3cnnc3)ccc2Cl)cc1,-22
O=C(NC1CCCC1)C1CC1c1ccccc1 (stereo not drawn),7
Cc1csc(NC(=O)CSc2nc(C)cs2)n1,4
COCCN1CN(S(=O)(=O)c2ccccc2)c2nc3ccccc3nc21,-4
O=C(NCC1CCCO1)c1cc(-c2ccccc2)on1 (stereo not drawn),-17
O=C(COc1ccc(S(=O)(=O)N2CCCCC2)cc1)NCc1ccncc1,-15
COC(=O)Cn1cnc2c(C#N)c3n(c2c1=O)CCCCC3,-15
Cc1c(OCC(F)(F)F)ccnc1CS(=O)c1nc2ccccc2[nH]1 (stereo not drawn),6
O=C(Cn1nnc2ccccc21)NCc1ccccc1,-27
NS(=O)(=O)c1ccc(NC(=O)N[C@@H](Cc2ccccc2)C(=O)O)cc1,-3
COc1ccc2[nH]c(=O)c(CN(CC3CCCO3)C(=O)Nc3ccc(F)cc3)cc2c1 (stereo not drawn),9
CCN(CC)S(=O)(=O)c1ccc(NC2c3ccccc3C(=O)N2CCN2CCOCC2)cc1 (stereo not drawn),5
O=C(CN1CCN(C(=O)N2CCOCC2)CC1)Nc1ccc(Br)cc1,-12
COc1ccc(CN(Cc2nc3ccccc3c(=O)[nH]2)C(=O)NC2CCCCC2)cc1,-6
Cc1ccc(C(=O)c2cncc(Br)c2)cc1,-1
CCOC(=O)C1=C(CNCc2ccccc2Cl)NC(=O)NC1c1ccc2c(c1)OCO2 (stereo not drawn),-18
Cc1nn(CC(O)Cn2c3c(c4ccccc42)CCN(C)C3=O)c(C)c1Br (stereo not drawn),-2
CC1=CCC2C(=O)N(c3nc4ccccc4n3C)C(=O)C2C1 (stereo not drawn),0
O=C(CSc1nnc(Cc2ccccc2)n1-c1cccc(Cl)c1)N1CCOCC1,5
O=C1c2ccccc2C(=O)N1CCCc1nc(-c2cccnc2)no1,2
O=C(O)CCc1ccc(-c2cccs2)n1Cc1ccco1,4
Cc1cc(C)c2c(n1)nn1c(N3CCN(c4ccccc4C)CC3)cc(C)nc21,0
CCCCN(C)Cc1c(O)ccc2c(-c3ccccc3)cc(=O)oc12,-5
CCOC(=O)c1sc(NC(=O)c2c(C)nn(Cc3ccccc3)c2C)cc1C,8
COc1ccc(OC)c(Nc2cc(-c3ccccc3)nc(N)n2)c1,-3
c1ccc(-c2nn3nnnc3c3ccccc23)cc1,-2
COc1ccc(S(=O)(=O)Nc2cc(C)c(O)cc2C(C)C)cc1,5
Cc1nc2cc(NC(=O)N3CCC(c4ccccc4)C3)ccc2n1C (stereo not drawn),-17
COc1ccc(CCC(=O)NCc2ccco2)cc1,6
O=C(C1CCCN(S(=O)(=O)c2cccs2)C1)N1CCc2ccccc2C1 (stereo not drawn),-3

5 records drawn at random from the list so far, as already listed:
molecule,Ecoli WT growth
CC1=CCC2C(=O)N(c3nc4ccccc4n3C)C(=O)C2C1 (stereo not drawn),0
Cc1nc2cc(NC(=O)N3CCC(c4ccccc4)C3)ccc2n1C (stereo not drawn),-17
COC(=O)Cn1cnc2c(C#N)c3n(c2c1=O)CCCCC3,-15
Cc1cc(C)c2c(n1)nn1c(N3CCN(c4ccccc4C)CC3)cc(C)nc21,0
Cc1nn(CC(O)Cn2c3c(c4ccccc42)CCN(C)C3=O)c(C)c1Br (stereo not drawn),-2

Next section.
molecule,Ecoli WT growth
Cc1ccc(-c2nn(C)c(=O)c3ccccc23)cc1S(=O)(=O)NCCN1CCOCC1,1
Fc1ccccc1N1CCN(Cc2nc(-c3ccc(Cl)cc3Cl)no2)CC1,2
CCNS(=O)(=O)c1ccc(S(=O)(=O)N(Cc2ccccn2)C2CCCCC2)cc1,-2
O=C(CCCCCN1C(=O)CCC1=O)NCc1ccccc1,-8
CCOC(=O)c1cnc2nc(NCc3ccc(OC)c(OC)c3)[nH]n2c1=O,-15
O=C(c1ccc(Br)o1)N1CCN(c2ccccn2)CC1,-14
CC(C)C1C2=C(CC(C)(C)CC2=O)ON1c1ccccc1 (stereo not drawn),5
CCN(CC)C(=O)c1ccc(CS(=O)(=O)c2ccc(OC)cc2)o1,12
O=C(c1nc2ncccn2n1)N1CCN(c2ccc(F)cc2)CC1,5
COc1ccc(C(c2nnnn2C2CCCC2)N2CCC(C)CC2)c(OC)c1 (stereo not drawn),-1
CCOc1ccc2nc(SCC#N)c(C#N)cc2c1,0
COc1ccc(-c2noc(COc3ccc4ccccc4c3Br)n2)cc1OC,20
COc1cc(OC)c(NC(=O)Nc2ccc(OC)c(OC)c2)cc1Cl,-15
O=C(NCC(c1cccnc1)N1CCOCC1)c1cccs1 (stereo not drawn),-2
Cc1ccc(NC(=O)C2CCCN2C(=O)Oc2ccccc2)cc1 (stereo not drawn),11
Cn1c(=O)n(C)c2cc(NC(=O)CSc3nnc(-c4ccccc4O)n3-c3ccccc3)ccc21,3
CCC(NC(=O)c1ccccc1O)c1ccccc1 (stereo not drawn),1
O=C(Cn1c(=O)[nH]n(-c2ccccc2)c1=O)N1CCCc2ccccc21,-4
CCOC(=O)N1CCN(C(=O)CSc2nnc(-c3cccc(Cl)c3)o2)CC1,7
COC(=O)Cc1c(C)nc2nc(-c3ccccc3)[nH]n2c1=O,-8
O=C(COC(=O)c1ccccc1O)Nc1ccc(OC(F)F)cc1,9
Cc1ccc(-n2c(SCC3CCCCO3)nnc2-c2ccco2)cc1 (stereo not drawn),2
COc1ccc(-c2cc3ccccc3n2CC(O)CNC(CO)(CO)CO)cc1 (stereo not drawn),-19
O=C(CCN1CCCC1)Nc1cccc(Br)c1,-20
O=C(CN(Cc1ccco1)C(=O)CNS(=O)(=O)c1ccc(Cl)cc1)NCc1ccc(F)cc1,0
CCOC(=O)c1c(CN(C)C)n(C)c2ccc(OC(C)=O)cc12,-18
CCCCc1ccc(NC(=O)COCC)cc1,0
Cc1occc1C(=O)NC1CCCc2ccccc21 (stereo not drawn),-16
CCOc1cc(/C=N/n2cnnc2)cc(Br)c1O,-2
O=C(Nc1cccnc1N1CCOCC1)c1ccco1,18
CCCn1c(SCC(=O)O)nc2ccccc21,-16
CCCCn1c(SCC(=O)Nc2cc(C)on2)nnc1-c1cccnc1,6
CCOC(=O)c1[nH]c2ccc(Br)cc2c1NC(=O)CNC,4
N#CCCN1CCN(S(=O)(=O)c2ccc(S(=O)(=O)NC3CCCCC3)cc2)CC1,6
C=CCn1c(-c2cc(OC)c(OC)c(OC)c2)n[nH]c1=S,-8
CC(=O)c1c(N2CCN(c3cccc(Cl)c3)CC2)nc(=S)n(-c2ccccc2)c1C,-1
CC1=C(C(N)=O)C(c2ccccn2)n2nc(-c3ccccc3Cl)nc2N1 (stereo not drawn),11
Cc1ccc(C2c3c(oc4ccccc4c3=O)C(=O)N2c2nnc(C)s2)o1 (stereo not drawn),-20
CCn1nnc(NC(=O)c2ccccc2Br)n1,-12
O=C(CC1NCCNC1=O)OCc1ccccc1 (stereo not drawn),-16
CCn1c(SCC(=O)c2ccc(Cl)cc2)nnc1-c1ccoc1C,6
Nc1ncnc2c1ncn2[C@@H]1O[C@H](CO)[C@@H](O)[C@H]1O,0
O=C(Nc1nc(-c2ccccc2)cs1)C1CCCCN1S(=O)(=O)c1ccccc1 (stereo not drawn),0
COc1cc(NC(=O)CSc2nnnn2-c2ccccc2)cc(OC)c1OC,-17
Cc1ccc(/C(O)=C2\C(=O)C(=O)N(c3cc(C)on3)C2c2cccc(Cl)c2)cc1 (stereo not drawn),-12
O=C(Nc1ccccc1)N1CCn2c1nc1ccccc12,-14
CCc1ccccc1NC(=O)c1ccoc1C,-10
Cc1cc(C(=O)NCCN2CCN(c3cccc(Cl)c3)CC2)n(-c2ccccc2)n1,0
COc1cc(OC)nc(NC(=O)CSc2nnc(-c3ccccc3)n2C2CCCCC2)n1,-11
CCCCc1c(O)nc(SCC(=O)Nc2ccc3c(c2)CCC3)[nH]c1=O,-7
c1cncc(Nc2nc(-c3cccs3)cs2)c1,-17
COC(=O)COc1cccc(NC(=O)c2cccs2)c1,-17
CC1Cn2c(nnc2C23CC4CC(CC(C4)C2)C3)S1 (stereo not drawn),-20
Cc1nc(SCC(=O)Nn2c(-c3ccccc3)nc3ccccc3c2=O)n[nH]1,-24
Cc1nc2cc(NC(=O)NCc3ccco3)ccc2o1,4
CS(=O)(=O)N1CCC(C(=O)NCC2CCCO2)CC1 (stereo not drawn),-19
Cc1cc(NC(=O)CSc2nnc(C3CC3)n2C)no1,-2
Cc1sc2nc(SCC(=O)NCc3ccco3)n(CCc3ccccc3)c(=O)c2c1C,0
CCOC(=O)C1CCN(CC(O)COc2ccc(C(=O)CC)cc2)CC1 (stereo not drawn),5
COC(=O)CC1SCCNC1=O (stereo not drawn),12

Not a retest: an excerpt of the list.
molecule,Ecoli WT growth
Nc1ncnc2c1ncn2[C@@H]1O[C@H](CO)[C@@H](O)[C@H]1O,0
O=C(Nc1nc(-c2ccccc2)cs1)C1CCCCN1S(=O)(=O)c1ccccc1 (stereo not drawn),0

Next section
molecule,Ecoli WT growth
CCCCC(=O)Nc1ccc(NC(=O)CC)cc1OC,-11
O=C(c1cc2ccccc2oc1=O)N1CCN(Cc2ccc3c(c2)OCO3)CC1,-5
Cn1c(NCc2cccc(Br)c2)nc2ccccc21,-5
COc1ccc(N2CCN(C(=O)CN3C(=O)c4ccccc4S3(=O)=O)CC2)cc1,-16
COc1cccc(-c2nc(=S)c3c(n2CCCO)CCCC3)c1,-11
CCN(CC)CCCN1C(=O)C(=O)/C(=C(/O)c2ccc3c(c2)OCO3)C1c1ccccn1 (stereo not drawn),-1
Cc1cc(N2CCCC2=O)cc(C)c1S(=O)(=O)NCCOc1ccccc1,-23
CSC1=C(C#N)C(C)CC(=O)N1 (stereo not drawn),-4
CC1CN(Cc2nc3c(c(=O)[nH]c(=O)n3C)n2CC(N)=O)CC(C)O1 (stereo not drawn),-4
CCO/C([O-])=N/c1c[n+](N2CCOCC2)no1,2
COc1ccc(Cc2nnc(SCC(=O)N3CCN(c4ccccc4)CC3)o2)cc1,-7
O=C(c1cnn2cccnc12)N1CCN(c2ccccc2)CC1,-18
O=C(Cn1nc(Cl)nc1Cl)c1cc2ccccc2oc1=O,-18
COc1cc(Br)cc(/C=N/c2ncn[nH]2)c1O,13
COc1ccc(-c2cc(C(F)(F)F)n3ncc(C(=O)NCC4CCCO4)c3n2)cc1 (stereo not drawn),8

Some of the entries so far, as labelled records.
CCCn1c(SCC(=O)O)nc2ccccc21
  Ecoli WT growth: -16

CCCCn1c(SCC(=O)Nc2cc(C)on2)nnc1-c1cccnc1
  Ecoli WT growth: 6

CCOC(=O)c1[nH]c2ccc(Br)cc2c1NC(=O)CNC
  Ecoli WT growth: 4
